C2C12 statin = suppressors of statin myotoxicity in C2C12 myotubes, primary screen, cell-based, single point, plate reader | actives 0.78% (n = 330,000) | AID 602340, 2012 | C2C12 myotubes + simvastatin, ATP luminescence, 48 h; scaled: DMSO 0, geranylgeraniol control 100 | rescue of ATP level, % at 7.49 µM;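 active = mean ATP rescue above about 67%, or every replicate alone reaching that limit, limit read from the data, passing the limit was not always enough; inconclusive = no clear call, values can overlap the other calls; inactive = mean under the limit and some replicate under it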;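 also: myotubes were challenged with 10 µM simvastatin during compound exposure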
PAX8 inh HTS = inhibitors of PAX8-driven TPO luciferase reporter, primary screen, RMG-I cells, single concentration; SteadyGlo, 24 h; inhibition, % at 12.6 µM; actives 1.2% (n = 360,000);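 active = mean replicate inhibition at least 60% with every replicate also reaching 60%; inconclusive = only one of the two criteria is met; inactive = mean below 60% and not all replicates reaching 60%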;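 also: luciferase light reporting Pax8 driven TPO promoter activity; plate controls were median of neutral control wells for no effect and mitoxantrone controls for full effect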
Cneo AK release = Cryptococcus neoformans cell lysis inducers, primary screen, AK release luminescence, single concentration | C. neoformans lysis, adenylate kinase release luminescence, 4 h; normalised: neutral wells 0, clomiphene wells 100 | lysis activity, % at 15 µM | actives 0.2% (n = 360,000);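 active = mean lysis activity across replicates of at least 80%, whatever share of replicates individually reach that level; inactive = mean lysis activity below 80%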
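Material: C. neoformans cells | Amount: Yeast cell density of 5 × 10^6 cells/mL | Medium: Fresh YPD growth medium | Dosing: Single dose | Times: Static 4 h at 37 °C with compound, 1 h detection | Detection: AK luminescence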
LGR2 antag = inhibitors of bursicon-induced LGR2 CRE-luciferase signal, primary screen, cell-based, HEK293, CRE-luciferase reporter, bursicon stimulation | bursicon-stimulated, 4 h | inhibition, % at 9.99 µM | actives 0.35% (n = 380,000) | AID 720647, 2013;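 active = drop in luminescence signal, shown as inhibition above about 50% in the replicate tests, limit read from the data, passing the limit was not always enough; inconclusive = probably only some replicates passing the limit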;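 also: agonist challenge used bursicon conditioned medium at about half maximal strength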
PglD inh = C. jejuni PglD acetyltransferase inhibitors, primary screen, biochemical, DTNB colorimetric, single point; purified PglD enzyme, DTNB colorimetric CoA detection; UDP-N-acetylbacillosamine N-acetyltransferase PglD (Campylobacter jejuni); actives 0.098% (n = 360,000); inhibition, % at 12.5 µM; in the data active = inhibition above about 16%, passing the limit was not always enough; inconclusive = no clear call, values can overlap the other calls; also: strong numbers were not always called active
GSIS activator = GLuc luminescence reporter in INS-1E cells, primary screen for activators of glucose-dependent secretion of insulin | INS-1E GLuc reporter insulin secretion, 2-3 h | activation, % at 16.6 µM | actives 0.61% (n = 370,000);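 active = lowest replicate activation of at least 40%, so every replicate reaches that level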;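 also: 0% = median of neutral control wells and 100% = median of IBMX positive control wells; some compounds called inactive have numbers as strong as hits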
ARNT TACC3 PPI = disruptors of ARNT/TACC3 protein interaction, primary screen, biochemical, AlphaScreen, single concentration; Transforming acidic coiled-coil-containing protein 3 (Homo sapiens), Q9Y6A5; inhibition, % at 9.99 µM; AID 623870, 2012; AlphaScreen His-ARNT PAS-B/GST-TACC3 binding, luminescence; TACC3 fragment carries E629A point mutation; actives 0.66% (n = 390,000);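 active = mean inhibition of replicates at least 50% and at least half of replicates each reaching 50%; inconclusive = half or more replicates reach 50% but mean below 50%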;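 also: 0% = complete ARNT plus TACC3 wells and 100% = ARNT alone without TACC3; many hits fall short of the cut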
PGC1a acetyl inh = inhibitors of PGC1a acetylation signal, primary screen, cell-based, U2OS, AlphaScreen, inhibitor mode; AlphaScreen anti-acetyl-lysine; with virally co-expressed GCN5 acetyltransferase; inhibition, % at 15.6 µM; actives 0.17% (n = 350,000);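 active = every replicate shows inhibition of at least 40%; inconclusive = mean inhibition at least 40% but some replicate below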;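 also: 0% = neutral control wells and 100% = positive control wells; some results beyond the cut were filed as inactive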
Active calls of the source: *; ? = inconclusive; / = no result given.

#1 CC1=CCC(C(=O)O)(C(=O)N/N=C/c2cccs2)C(c2ccc(Cl)cc2)C1 (stereo unspecified)
#2 O=C(CS(=O)(=O)c1c[nH]c2ccccc12)N1CCCCC1
#3 Cc1cc(C(F)(F)F)c(C#N)c(SCC(=O)Nc2nc3ccccc3s2)n1
#4 CC(C)NC(=O)Nc1ccc2c(c1)C(=O)N([C@@H](C)CO)C[C@H](C)[C@@H](CN(C)C(=O)CCC(F)(F)F)OCCCC[C@@H](C)O2
#5 C[C@@H]1CN([C@@H](C)CO)S(=O)(=O)c2ccc(C#Cc3ccccc3)cc2O[C@H]1CN(C)C(=O)CN(C)C
#6 CCOc1ccc(S(=O)(=O)N2CCN(C)CC2)c(C)c1C
#7 CCCCCN(C(=O)CCC(=O)OCc1cccc(C(F)(F)F)c1)c1c(N)n(CCCC)c(=O)[nH]c1=O
#8 COc1ncnc2c1ncn2CCCNCc1ccc(C)o1
Screen / compound no.	1	2	3	4	5	6	7	8
C2C12 statin	15	/	8	/	8	/	-1	2
PAX8 inh HTS	/	11	-139	12	/	/	17	9
Cneo AK release	0	1	-6	/	5	-1	-1	-1
LGR2 antag	/	/	36	9	0	/	13	1
PglD inh	7	-1	-1	/	-5	-1	-3	0
GSIS activator	-6	/	-29	-11	12	/	-59	0
ARNT TACC3 PPI	3	-6	2	/	10	-6	19	/
PGC1a acetyl inh	-70	/	0	?	-23	0	-6	-5

#9 CN1CCN(NC(=O)CC(C)(C)C)CC1
#10 CC(=O)NC(Cc1cccc(C)c1)C(=O)NC1CCN(S(=O)(=O)c2ccccc2)CC1 (stereo unspecified)
#11 Cn1ccc2c(-c3cccc(C=O)c3)cc3c(c21)C1CCC3O1 (stereo unspecified)
#12 CN(C(=O)COC(=O)CNC(=O)C12CC3CC(CC(C3)C1)C2)c1ccccc1
#13 CC(C)CN1CCC(=O)N(CCOc2ccccc2)CC1
#14 CCOC(=O)CNC(=S)n1cnc(N)n1
#15 COC1=CC(=O)OC12CCCCC2
#16 CC(=O)C1C(c2ccc3ncccc3c2)NC(=O)NC1(O)C(F)(F)F (stereo unspecified)
Screen / compound no.	9	10	11	12	13	14	15	16
C2C12 statin	/	22	9	8	1	-7	0	-5
PAX8 inh HTS	11	18	-6	-4	-4	22	/	/
Cneo AK release	/	-2	-3	-2	1	-2	0	/
LGR2 antag	-2	-8	0	-12	-17	/	/	-15
PglD inh	/	0	-1	-4	3	7	0	/
GSIS activator	4	9	18	-10	-8	-4	/	6
ARNT TACC3 PPI	11	0	/	25	-6	18	-3	6
PGC1a acetyl inh	4	-16	-13	/	4	5	12	9

#17 CCN(CC)CCN1C(=O)C(O)=C(C(=O)c2sc(C)nc2C)C1c1cccnc1 (stereo unspecified)
#18 CNCC(=O)N(CC(C)C)c1c(N)n(CC(C)C)c(=O)[nH]c1=O
#19 Cc1cccc(-c2ccc(NC(=O)C3CCN(CC4CC4)CC3)cc2)c1
#20 CCC(=O)NC(=S)Nc1ccc(NC(=S)NC(=O)c2ccc(C)cc2)cc1
#21 CC(=O)N(C)C[C@H]1Oc2cc(C#Cc3ccccc3F)ccc2S(=O)(=O)N([C@H](C)CO)C[C@@H]1C
#22 O=C(c1cccs1)N1CCN(S(=O)(=O)N2CCCCC2)CC1
#23 Cc1cc(C)cc(NC(=O)CSCc2nc3c(nnn3Cc3ccc(F)cc3)c(=O)[nH]2)c1
#24 CNC(=O)NCCN1CCCC1=O
Screen / compound no.	17	18	19	20	21	22	23	24
C2C12 statin	-2	/	-13	/	-4	-1	35	0
PAX8 inh HTS	20	17	2	-7	/	/	/	/
Cneo AK release	0	/	-2	/	0	0	0	8
LGR2 antag	/	-8	-27	-2	7	/	5	/
PglD inh	-1	/	7	/	0	7	-8	-5
GSIS activator	/	9	24	2	23	/	18	/
ARNT TACC3 PPI	-5	13	8	0	0	-4	2	0
PGC1a acetyl inh	-11	11	/	/	-11	2	-6	10

Structural class, the entries above with two or more sulfur atoms (three)
#3 Cc1cc(C(F)(F)F)c(C#N)c(SCC(=O)Nc2nc3ccccc3s2)n1
#20 CCC(=O)NC(=S)Nc1ccc(NC(=S)NC(=O)c2ccc(C)cc2)cc1
#22 O=C(c1cccs1)N1CCN(S(=O)(=O)N2CCCCC2)CC1
Screen / compound no.	3	20	22
C2C12 statin	8	/	-1
PAX8 inh HTS	-139	-7	/
Cneo AK release	-6	/	0
LGR2 antag	36	-2	/
PglD inh	-1	/	7
GSIS activator	-29	2	/
ARNT TACC3 PPI	2	0	-4
PGC1a acetyl inh	0	/	2

(list continues)
#25 O=C1C(c2ccncc2)N(CCC2=CCCCC2)C(=O)CN1C1CCCCC1 (stereo unspecified)
#26 C[C@H]1CN([C@@H](C)CO)C(=O)c2cc(C#Cc3ccccn3)cnc2O[C@@H]1CN(C)Cc1cccnc1
#27 COc1cc(C(=O)NCc2ccncc2)cc(OC)c1OC
#28 CC(=O)NCc1ccc(C(=O)CSc2nnc(C3CC3)n2C2CC2)cc1
#29 CCc1nc2ccc(C(=O)N(C)CC(=O)Nc3cccc(F)c3)cc2nc1CC
#30 O=C(O)c1ccc(CN(c2ccccc2)S(=O)(=O)c2ccccc2)cc1
#31 CC(Oc1ccc(Cl)cc1Cl)C(=O)/C=C/N(C)C (stereo unspecified)
#32 COc1ccc(O)c(C(=O)c2cnn(C(=O)c3cc(C)oc3C)c2)c1
Screen / compound no.	25	26	27	28	29	30	31	32
C2C12 statin	/	-7	/	10	19	47	-13	13
PAX8 inh HTS	/	/	11	-8	7	24	6	/
Cneo AK release	2	-6	/	4	0	3	-1	-2
LGR2 antag	-7	-24	-5	-4	2	4	/	/
PglD inh	3	2	/	1	2	-4	-1	2
GSIS activator	-18	17	-4	14	-4	/	/	/
ARNT TACC3 PPI	3	-2	-20	-3	-3	1	-4	2
PGC1a acetyl inh	-2	-9	-9	-3	2	-11	-11	9

#33 COCC(=O)N[C@@H]1CC[C@H](CC(=O)NCc2ccc(Cl)cc2)O[C@H]1CO
#34 C[C@H](CO)N1C[C@H](C)[C@@H](CN(C)S(=O)(=O)c2ccccc2)Oc2cc(Br)ccc2S1(=O)=O
#35 O=C(CSc1nnc(C2CC2)n1Cc1ccccc1)N1CCN(S(=O)(=O)c2ccccc2)CC1
#36 C=CCn1c(N)cc(=O)nc1SCC(=O)N1CCN(c2ccc(F)cc2)CC1
#37 COc1cccc(NC(=O)N2CCCC2C(=O)NCC(C)C)c1 (stereo unspecified)
#38 O=C(CN1CCN(Cc2ccccc2)C1=O)NCc1cccs1
#39 CCC(=O)Oc1ccc(C(=O)Nc2ccc3c(c2)OCO3)cc1
#40 CN1CCN(C(=O)C[C@@H]2C[C@@H]3c4cc(NC(=O)Nc5ccc(C(F)(F)F)cc5)ccc4O[C@@H]3[C@H](CO)O2)CC1
Screen / compound no.	33	34	35	36	37	38	39	40
C2C12 statin	-3	42	-4	-13	2	10	/	7
PAX8 inh HTS	-5	/	24	/	/	13	-176	-28
Cneo AK release	-1	-1	-3	-1	-3	0	/	12
LGR2 antag	0	2	/	-8	/	/	-20	5
PglD inh	-3	4	0	2	0	4	/	-1
GSIS activator	17	-20	/	-1	/	/	3	11
ARNT TACC3 PPI	-1	6	-2	0	-14	-5	-7	-1
PGC1a acetyl inh	-8	-12	2	-10	2	-6	-2	-12

#41 COc1ccc(CNC(=O)Cn2cnc3c(=O)n(C)c(=O)n(C)c32)cc1
#42 CCOc1ccc(-c2nc(CN3CCCC(C(=O)N4CCOCC4)C3)c(C)o2)cc1 (stereo unspecified)
#43 CCCCN(C)c1c(C)nc2ccc(C(=O)NC3CCN(C)CC3)cn12
#44 CC(=O)n1cc(Nc2ccc([N+](=O)[O-])cc2)c2ccccc21
#45 CCCOc1ccc(/C=C2/C(=O)ON=C2C)cc1OCC
#46 C=CCN(c1ccc(F)cc1)S(=O)(=O)c1cc(C(=O)OCC(=O)N(C)C2CCS(=O)(=O)C2)ccc1Cl (stereo unspecified)
#47 CCCOc1ccc(CNC(=O)Cn2c(=O)oc3ccccc32)cc1
#48 COc1cccc(C2CC(c3ccc(Br)cc3)=NN2C(=O)c2ccncc2)c1OC (stereo unspecified)
Screen / compound no.	41	42	43	44	45	46	47	48
C2C12 statin	-2	-1	2	/	1	-6	5	/
PAX8 inh HTS	/	-26	-28	17	29	4	-11	16
Cneo AK release	/	2	1	/	-4	0	-1	/
LGR2 antag	23	-4	/	7	16	18	-10	19
PglD inh	/	2	-1	/	0	1	-2	/
GSIS activator	11	4	/	6	45	-28	/	-9
ARNT TACC3 PPI	5	2	/	2	-10	-10	-4	27
PGC1a acetyl inh	-3	/	7	/	10	6	-2	-22

#49 CC1=CC2=NC(=O)/C(=C/c3coc4ccccc4c3=O)C(=N)N2O1
#50 Cc1cccc(NC(=O)c2cn(-c3ccccc3)nc2-c2ccccc2)c1
#51 CC(=O)N(C)C[C@H]1Oc2ncc(C#C[C@H](C)O)cc2C(=O)N([C@H](C)CO)C[C@@H]1C
#52 CCc1ccc(NC(=O)C(C)Sc2ccc(S(=O)(=O)N3CCN(C)CC3)cn2)cc1 (stereo unspecified)
#53 O=C(CSc1nnc(CNc2ccccc2)o1)N1CCCc2ccccc21
#54 CN1C[C@@H]2[C@H](c3ccccc31)[C@@H](CO)N2C(=O)C1CCCC1
#55 C[C@@H]1CN([C@H](C)CO)C(=O)c2cc(C#CC(C)(C)O)cnc2O[C@H]1CN(C)C(=O)C1CCOCC1
#56 CCOC(=O)CNC(=O)Cn1cnc2c(cnn2-c2ccc(C)cc2)c1=O
Screen / compound no.	49	50	51	52	53	54	55	56
C2C12 statin	/	/	11	9	-7	16	-8	13
PAX8 inh HTS	19	-4	/	-5	/	-23	/	11
Cneo AK release	4	0	6	17	-1	-2	1	-2
LGR2 antag	-1	-10	12	0	6	11	-10	-1
PglD inh	3	0	4	-1	2	6	0	6
GSIS activator	-12	2	-6	-33	-13	-1	5	0
ARNT TACC3 PPI	7	-4	-6	0	0	-5	-2	-2
PGC1a acetyl inh	4	-15	-4	-7	0	-5	20	12

#57 NC1=NC(=O)/C(=C\c2ccc(O)c([N+](=O)[O-])c2)S1
#58 O=C(CSc1nnc(Cc2ccccc2)o1)N1CCOCC1
#59 COc1cccc(N2CCN(C(=O)c3oc4ccccc4c3NC(=O)Cc3ccc(OC)c(OC)c3)CC2)c1
#60 CCOC(=O)N1CCN(C(=O)CCc2ccc(S(=O)(=O)NC(C)(C)C)cc2)CC1
#61 C[C@H]1CN([C@@H](C)CO)C(=O)c2cccc(NC(=O)c3nc4ccccc4s3)c2O[C@@H]1CN(C)S(=O)(=O)c1cccs1
#62 CCN(CC)CCN(C(=O)c1ccc(S(=O)(=O)N2CCCC2)cc1)c1nc2cc(C)cc(C)c2s1
Screen / compound no.	57	58	59	60	61	62
C2C12 statin	/	-20	-17	-3	/	3
PAX8 inh HTS	-14	/	-21	22	/	-4
Cneo AK release	/	1	-1	-1	-3	-2
LGR2 antag	-7	4	4	2	5	4
PglD inh	/	-3	5	4	0	0
GSIS activator	-20	5	-9	1	3	40*
ARNT TACC3 PPI	43	0	5	-1	2	0
PGC1a acetyl inh	1	0	-16	/	-1	/

Source: PubChem BioAssay
